# C diff HTS: inhibitors of Clostridium difficile growth; Clostridium difficile clinical isolate growth, OD600, 24 h; active compounds read low; 86,000 compounds, 0.25% hits; AID 1259249; growth activity, negative = inhibition, % at 16 µg/mL (by protocol);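 active = mean growth activity at or below -80% and every replicate also at or below -80%; inconclusive = mean at or below -80% but some replicate above -80%; inactive = mean growth activity above -80%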;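 note: 0% = DMSO wells and -100% = levofloxacin 16 µg/mL wells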
# Tcruzi prolif: inhibitors of T. cruzi proliferation; T. cruzi beta-gal in NIH3T3, GalScreen luminescence, 90 h; inhibition, % at 8.34 µM; 77,000 compounds, 5.9% hits; AID 624255;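 active = mean inhibition above about 93%, with at least 55% of replicates each passing it, limit read from the data, passing the limit was not always enough; inconclusive = only one of those two conditions holds; inactive = neither condition holds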
# GASC1 inh: inhibitors of human demethylase GASC-1 KDM4C. Q9H3R0. inhibition, % at 12.5 µM. 96,000 compounds, 0.15% hits. GST-KDM4C 2-372, H3K9me3 peptide, LANCE TR-FRET;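 active = mean replicate inhibition above about 25%, with at least 55% of replicates also reaching it, limit read from the data, passing the limit was not always enough; inconclusive = only one of those two conditions met; inactive = neither condition met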
# Target sequence (Q9H3R0 2-372 limits assumed): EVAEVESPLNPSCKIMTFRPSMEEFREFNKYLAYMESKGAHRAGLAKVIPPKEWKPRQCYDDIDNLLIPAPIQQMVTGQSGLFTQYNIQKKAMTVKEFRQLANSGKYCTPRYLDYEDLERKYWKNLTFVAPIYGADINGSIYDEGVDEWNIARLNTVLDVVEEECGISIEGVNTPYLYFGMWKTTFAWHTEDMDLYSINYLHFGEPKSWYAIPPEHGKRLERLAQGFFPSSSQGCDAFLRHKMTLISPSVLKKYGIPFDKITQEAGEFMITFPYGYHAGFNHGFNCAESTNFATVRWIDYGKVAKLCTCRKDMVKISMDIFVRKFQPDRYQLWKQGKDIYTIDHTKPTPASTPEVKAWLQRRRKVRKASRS
#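 Test system: N-terminal GST-fused human GASC-1 (KDM4C) fragment, residues 2-372; quantity: GASC-1 enzyme at 10 nM final in reaction; dosing: single dose; schedule: 30 min demethylation and 1 h detection at room temperature; signal: LANCE TR-FRET, excitation 340 nm, emissions 618 and 671 nm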
# Pf Dd2 growth: P. falciparum Dd2 growth inhibition. 94,000 compounds, 2.3% hits. activity change, % at 10 µM. AID 1159554. SYBR Green, 72 h; active compounds read low; in the data active = activity change below about -80%; inconclusive = no clear call, values can overlap the other calls
# An asterisk follows results filed as active; ? = inconclusive; . = not tested or not shown; & = joins results of further samples; ! = not active in a repeat.
molecule	Pf Dd2 growth	GASC1 inh	C diff HTS	Tcruzi prolif
Fc1cccc(CN2C[C@@H]3N[C@H](C2)C3c2ccc(/C=C/c3ccccc3)cc2)c1 (some centres not stated)	-74.8&-73.2	-1.9&-3.2	-99.8*!	.
C[C@H]1CCCCO[C@H](CN(C)C(=O)Nc2ccccc2)[C@@H](C)CN([C@@H](C)CO)C(=O)c2cc(NC(=O)c3ccncc3)ccc2O1	-22.5	-2.2	0.0	31.5
COc1ccc(S(=O)(=O)N(C)C[C@H]2OCCCC[C@H](C)Oc3ccc(NC(=O)c4ccncc4)cc3C(=O)N([C@@H](C)CO)C[C@H]2C)cc1	-20.9	-0.1	-0.7	19.6
CO[C@@H]1CN(C)C(=O)c2ccc(NC(C)=O)cc2OC[C@@H](C)N(C(=O)c2ccc(F)cc2)C[C@@H]1C	16.3	-0.2	.	-27.2
COc1ccc(C#Cc2cnc3c(c2)C(=O)N([C@@H](C)CO)C[C@H](C)[C@@H](CN(C)C(C)=O)O3)cc1	-3.8	0.5	-2.7	110.4*
CO[C@H]1CN(C)C(=O)c2cc(NC(=O)c3nc4ccccc4s3)ccc2OC[C@@H](C)N(Cc2ccncc2)C[C@H]1C	.	0.4	-4.8	94.0
CCC(=O)N1CC2(C1)[C@H](c1ccc(-c3ccccc3)cc1)[C@H](CO)N2S(C)(=O)=O	-3.2	0.4	3.5	.
CN(C)CC#Cc1ccc([C@@H]2[C@@H](CO)N3CCCCN(S(=O)(=O)c4ccccc4F)C[C@@H]23)cc1	12.9	5.9	-4.8	64.3
COc1ccc(S(=O)(=O)Nc2ccc3c(c2)C(=O)N([C@@H](C)CO)C[C@H](C)[C@@H](CN(C)C(=O)NC(C)C)OCCCC[C@H](C)O3)cc1	.	0.6	5.1	-12.2
COc1ccc(CN2[C@H](CO)[C@H]3c4ccccc4N(C(=O)Nc4ccccc4)C[C@H]32)cc1	-18.3	-0.8	1.8	29.4
C[C@@H]1CN([C@H](C)CO)C(=O)c2cc(NC(=O)Cc3ccccc3)ccc2O[C@H]1CN(C)CC1CC1	-7.1	-1.5	4.5	.
COc1ccc(CN(C)C[C@H]2Oc3c(NC(=O)Nc4ccccc4)cccc3C(=O)N([C@@H](C)CO)C[C@H]2C)cc1	-39.0	1.6	7.4	-61.3
CO[C@@H]1CN(C)C(=O)c2cc(NC(=O)NC(C)C)ccc2OC[C@H](C)N(C)C[C@H]1C	7.6	-0.1	-1.2	3.5
C[C@@H]1CN([C@@H](C)CO)S(=O)(=O)c2ccc(C#Cc3ccccc3)cc2O[C@@H]1CN(C)C(=O)Nc1ccc2c(c1)OCO2	?	9.3	-2.7	130.7*
CCS(=O)(=O)N1CC2(CN(Cc3ccc4c(c3)OCO4)[C@H](CO)c3[nH]c4cc(OC)ccc4c32)C1	?	.	-2.1	.

# Next section (two carried over from the part before).
molecule	Pf Dd2 growth	GASC1 inh	C diff HTS	Tcruzi prolif
C[C@@H]1CN([C@@H](C)CO)S(=O)(=O)c2ccc(C#Cc3ccccc3)cc2O[C@@H]1CN(C)C(=O)Nc1ccc2c(c1)OCO2	?	9.3	-2.7	130.7*
CCS(=O)(=O)N1CC2(CN(Cc3ccc4c(c3)OCO4)[C@H](CO)c3[nH]c4cc(OC)ccc4c32)C1	?	.	-2.1	.
N#C[C@H]1[C@H](c2ccc(-c3ccc(F)cc3)cc2)[C@H](CO)N1C(=O)Cc1ccccc1	-16.1	-1.6	15.9	87.7
COCC(=O)N1C[C@@H]2[C@H](c3ccccc31)[C@H](CO)N2C(=O)C1CCCC1	-1.4	-2.8	-4.8	-2.2
CO[C@@H]1CN(C)C(=O)c2ccc(NC(=O)NC3CCCCC3)cc2OC[C@@H](C)N(CCc2ccccc2)C[C@H]1C	-79.5	-0.5	.	117.8*
COc1ccc(NC(=O)Nc2ccc3c(c2)[C@@H]2C[C@H](CC(=O)NC4CCCC4)O[C@H](CO)[C@@H]2O3)cc1	13.3	0.5	.	-14.1
C[C@H](CO)N1C[C@H](C)[C@H](CN(C)C(=O)Nc2ccc(C(F)(F)F)cc2)Oc2ncc(-c3ccc(C#N)cc3)cc2C1=O	2.9	-1.6	17.5	.
Cc1ccc(S(=O)(=O)N(C)C[C@H]2Oc3c(NS(=O)(=O)c4ccc(F)cc4)cccc3C(=O)N([C@@H](C)CO)C[C@H]2C)cc1	-61.0	-0.4	-3.3	54.0
CS(=O)(=O)N1[C@H](C#N)[C@H](c2ccccc2-c2ccccc2F)[C@@H]1CO	-2.2	-0.8	3.5	.
C[C@@H]1CCCCO[C@H](CN(C)Cc2ccncc2)[C@@H](C)CN([C@@H](C)CO)C(=O)c2cc(NC(=O)Nc3ccc4c(c3)OCO4)ccc2O1	-49.8	2.2	-2.8	11.0
C[C@@H]1CN([C@@H](C)CO)C(=O)Cc2cc(NS(=O)(=O)c3ccccc3)ccc2O[C@@H]1CN(C)Cc1ccc(-c2ccccc2)cc1	9.2	-1.1	4.8	75.3
C[C@@H]1CN([C@H](C)CO)C(=O)Cc2cc(NC(=O)C3CC3)ccc2O[C@H]1CN(C)S(=O)(=O)c1ccccc1	4.7	0.6	2.2	9.6
CN(C)CC(=O)Nc1ccc2c(c1)[C@H]1C[C@@H](CC(=O)NCC3CC3)O[C@H](CO)[C@H]1O2	6.5	2.2	0.3	-1.4
CCC(=O)N(C)C[C@H]1Oc2ncc(-c3ccccc3F)cc2C(=O)N([C@@H](C)CO)C[C@@H]1C	41.5	0.6	-3.5	14.2
CCS(=O)(=O)N1CC2(CN(Cc3ccc4c(c3)OCO4)[C@@H](CO)c3c2c2ccc(OC)cc2n3C)C1	-51.9	-1.1	11.5	.
COCCNC(=O)C[C@H]1CC[C@H]2[C@@H](COC[C@@H](O)CN2Cc2cccc(-c3ccncc3)c2)O1	-3.7	0.9	-0.7&-6.8	-32.5
C[C@H]1CN([C@@H](C)CO)C(=O)c2cc(NS(=O)(=O)c3cn(C)cn3)ccc2O[C@H]1CN(C)S(=O)(=O)c1cccs1	-1.3	1.9	.	70.9
COc1ccc(S(=O)(=O)Nc2ccc3c(c2)C(=O)N([C@@H](C)CO)C[C@H](C)[C@@H](CN(C)CC2CCCCC2)OCCCC[C@H](C)O3)cc1	-58.4	-1.7	-1.2	85.2
C[C@H](CO)N1C[C@H](C)[C@@H](CN(C)C)Oc2c(NS(C)(=O)=O)cccc2C1=O	14.4&17.6	-0.1	-2.2&-6.5	17.7&31.8
COc1ccc(S(=O)(=O)N(C)C[C@@H]2Oc3ncc(/C=C/c4ccccc4)cc3C(=O)N([C@@H](C)CO)C[C@H]2C)cc1	-55.9	-1.4	.	.
C[C@H]1CN([C@@H](C)CO)C(=O)c2cc(NS(=O)(=O)c3ccc(F)cc3)ccc2O[C@@H]1CN(C)C(=O)Nc1ccc2c(c1)OCO2	12.9	1.4	-0.7	13.7
O=C(Cc1ccncc1)NCC[C@H]1CC[C@H](NC(=O)C2CCCC2)[C@H](CO)O1	15.1	57.5*	4.5	.
CCCN(C)C[C@@H]1Oc2cc(-c3ccc(C)cc3)ccc2S(=O)(=O)N([C@@H](C)CO)C[C@@H]1C	-45.6	3.2	17.0	94.5
COc1ccc2c3c([nH]c2c1)[C@H](CO)N(S(C)(=O)=O)CC31CN(C(=O)c2ccccc2)C1	38.7	-1.0	10.4	.
C[C@@H]1CCCCO[C@@H](CN(C)C)[C@@H](C)CN([C@@H](C)CO)C(=O)c2cc(NC(=O)CCC(F)(F)F)ccc2O1	35.0	2.6	4.9	1.0
C[C@H]1CN([C@@H](C)CO)C(=O)Cc2cc(NC(=O)CCN3CCOCC3)ccc2O[C@@H]1CN(C)CC1CCCCC1	-10.9	2.3	-3.3	-8.8
CCCNC(=O)N(C)C[C@H]1Oc2cc(-c3ccccc3F)ccc2S(=O)(=O)N([C@@H](C)CO)C[C@@H]1C	-14.0	0.8	-1.5	.
C[C@@H]1CN([C@@H](C)CO)C(=O)c2cc(NC(=O)Nc3cccc4ccccc34)ccc2O[C@H]1CN(C)Cc1ccc(Oc2ccccc2)cc1	-16.5	-0.4	5.8	121.4*
COc1ccc(NC(=O)Nc2ccc3c(c2)C(=O)N([C@H](C)CO)C[C@@H](C)[C@@H](CN(C)S(=O)(=O)c2cn(C)cn2)OCCCC[C@H](C)O3)cc1	4.2	1.7	-7.4	-47.8
C[C@@H]1CN([C@H](C)CO)C(=O)c2cc(C3=CCCC3)cnc2O[C@H]1CN(C)C(=O)Nc1cccc(F)c1	-22.0	0.0	-8.5	.
C[C@@H]1CN([C@H](C)CO)C(=O)c2cc(NS(=O)(=O)c3ccc(F)cc3)ccc2O[C@@H]1CN(C)Cc1ccc(-c2ccccc2)cc1	6.3	-2.5	18.3	91.6
CCC(=O)Nc1ccc2c(c1)OC[C@H](C)N(CC1CC1)C[C@@H](C)[C@H](OC)CN(C)C2=O	16.8	2.5	-0.4	.
C[C@H]1CCCCO[C@H](CN(C)C(=O)c2ccccc2)[C@@H](C)CN([C@@H](C)CO)C(=O)c2cc(NC(=O)Nc3ccc4c(c3)OCO4)ccc2O1	-25.7	-0.1	10.1	55.3
O=C(O)C[C@H]1C[C@H]2c3cc(NC(=O)Nc4ccccc4F)ccc3O[C@H]2[C@@H](CO)O1	9.6	3.9	-1.9	.
C[C@@H]1CCCCO[C@@H](CN(C)C(=O)c2ccccc2)[C@@H](C)CN([C@@H](C)CO)C(=O)c2cc(NS(C)(=O)=O)ccc2O1	.	1.0	-3.2	8.6
COCc1cn(CC[C@@H]2CC[C@@H](NC(=O)CCN3CCCCC3)[C@@H](CO)O2)nn1	6.0	1.9	-3.9	-23.1
CC(C)CC#Cc1cnc2c(c1)C(=O)N([C@@H](C)CO)C[C@H](C)[C@H](CN(C)C(=O)c1ccc(F)cc1)O2	-16.3	-3.0	2.7	48.1
C[C@H](CO)N1C[C@H](C)[C@H](CN(C)C(=O)C2CCCCC2)Oc2cc(-c3ccccc3)ccc2S1(=O)=O	-43.6	-6.7	1.1	74.4
CC(C)NC(=O)Nc1ccc2c(c1)CC(=O)N([C@@H](C)CO)C[C@@H](C)[C@H](CN(C)C(=O)Nc1ccccc1)O2	12.0	-0.7	-13.7	24.9
CCC(=O)N(C)C[C@@H]1Oc2cc(C#CCN(C)C)ccc2S(=O)(=O)N([C@@H](C)CO)C[C@H]1C	1.9	18.9	-0.5	101.7*
CCCN(C)C[C@@H]1Oc2cc(-c3ccncc3)ccc2S(=O)(=O)N([C@@H](C)CO)C[C@@H]1C	-77.0	-0.4	1.4	70.4
O=C(c1ccc(F)cc1)N1CC[C@H]2[C@H](CO)Nc3ccc(C#Cc4ccccc4F)cc3[C@H]21	-69.1	-0.2	68.9	.
C[C@@H](O)C#Cc1cnc2c(c1)C(=O)N([C@@H](C)CO)C[C@H](C)[C@H](CN(C)CC1CC1)O2	33.4	-1.1	-4.8	-26.3
CCC(=O)N1[C@@H]2c3ccc(-c4cncnc4)c(=O)n3C[C@H]1[C@H](CO)[C@H]2C(=O)N1CCc2ccccc2C1	0.7	3.0	-1.7	-19.1
COc1ccc(NC(=O)Nc2ccc3c(c2)C(=O)N([C@H](C)CO)C[C@H](C)[C@H](CN(C)C(=O)Nc2ccc(OC)cc2)OCCCC[C@H](C)O3)cc1	33.3	-0.4	.	?
CN(C)C(=O)C[C@H]1CC[C@@H](NS(=O)(=O)c2ccccc2)[C@@H](CO)O1	24.7	0.4	.	-12.4
COc1ccc(S(=O)(=O)N(C)C[C@@H]2OCCCC[C@@H](C)Oc3ccc(NS(=O)(=O)c4c(C)noc4C)cc3C(=O)N([C@@H](C)CO)C[C@H]2C)cc1	-65.7	-1.7	-7.1	-15.8
C[C@@H]1CCCCO[C@@H](CN(C)S(=O)(=O)c2ccc(Cl)cc2)[C@@H](C)CN([C@@H](C)CO)C(=O)c2cc(NS(=O)(=O)c3ccccc3)ccc2O1	-70.2	5.5	0.7	.
CNC(=O)C[C@H]1CC[C@H]2[C@@H](COc3ccc(NC(=O)Nc4cccc(C)c4)cc3C(=O)N2C)O1	-5.2	-3.9	-0.8	38.1
O=C(Nc1ccccc1)N1CCCCN2[C@H](CO)[C@@H](c3ccc(C#Cc4ccccn4)cc3)[C@H]2C1	2.9	-0.3	-5.4	107.9*
C[C@H]1CCCCO[C@H](CN(C)C(=O)Nc2ccc(C(F)(F)F)cc2)[C@@H](C)CN([C@@H](C)CO)C(=O)c2cc(NC(=O)NC3CCCCC3)ccc2O1	-87.4*	0.2	-3.9	109.4*
COCC#Cc1ccc([C@@H]2[C@H](CO)N3C(=O)CN(C(=O)c4ccncc4)C[C@@H]23)cc1	-16.0	0.3	5.6	.

# Compound activity: PubChem, Broad Institute
